# Screens (PubChem BioAssay)
# S2 tox: reduces viability in counter-screen for ATXN expression inhibitors; S2 cells (HEK-293 line with an ATXN2-luciferase reporter) viability, CellTiter-Fluor protease fluorescence, 24 h; Potency, µM (doses to about 56.7 µM), most hits filed as cytotoxic; AID 651635; actives 0.49% (n = 400,000); further: potency means the concentration at half of the fitted maximal effect; nearly all actives have a fitted effect of over 40% in size
# IL-2 act: IL-2 activation; IL-2 activation reporter assay, cell-based qHTS; stimulated with anti-CD3/CD4/CD28 beads; in transgenic mouse T cells; activation, % (series mostly up to about 46 µM); actives 0.065% (n = 360,000); AID 652025; in the data active means activation above about 50%; inconclusive means mostly about 30% to 49%; further: 0% is about no effect
#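 Readout: EGFP and DsRed signals by fluorescent plate cytometry. Unstimulated transgenic mouse T cells received compound 60 min before antibody-bead stimulation, then incubated 18 h at 37 degrees C.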
# Nrf2 block: inhibitors of Nrf2 signaling; A549 ARE-Fluc reporter, luciferase luminescence, 18-24 h; actives 2.1% (n = 360,000); Potency, µM (doses to about 46 µM), for inactives: at the top dose activity change, negative = inhibition, most hits filed as inhibitors; further: potency means the concentration at half of the fitted maximal effect; on the % scale 0 is the no-effect control and ±100 the full control effect; nearly all actives have a fitted effect of over 60% in size
#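 Nrf2 function is reported as luminescence of an ARE-controlled luciferase in A549 cells. Compounds were tested at several concentrations, and a CellTiter-Fluor read on the same wells flagged cytotoxicity.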
# HepG2 viability: HepG2 cytotoxicity, counter-screen for TGF-b inhibitors. HepG2 CAGA-GFP viability, ATP luminescence, 18 h. Potency, µM (doses to about 46.1 µM), inactives show at the top dose activity change, negative = cytotoxicity, usual class: cytotoxic. actives 0.76% (n = 410,000). AID 588856; further: potency means the concentration at half of the fitted maximal effect; some results filed as inactive show a strong effect at the top dose
#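 HepG2 CAGA-GFP cells (1000/well, DMEM with 1% FBS) received compound, then TGF-beta at 500 pg/mL final, and were incubated 18 hours at 37 degrees C. Viability was read by CellTiter-Glo luminescence. Media-only wells were set as complete cell-killing and DMSO as no toxicity.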
# EPAC2 ag: activates human EPAC2 exchange factor; Potency, µM (titrated, usually from 154 µM), without a hit: at the top dose activation, hits mostly activators; EPAC2 activation, biochemical qHTS; response scale: 100% = 6.5 mM cAMP response; AID 720711; actives 0.079% (n = 360,000); Q8WZA2; further: potency means the concentration at half of the fitted maximal effect; nearly all actives have a fitted effect of over 50% in size
# Target sequence (Q8WZA2 whole entry, looked up): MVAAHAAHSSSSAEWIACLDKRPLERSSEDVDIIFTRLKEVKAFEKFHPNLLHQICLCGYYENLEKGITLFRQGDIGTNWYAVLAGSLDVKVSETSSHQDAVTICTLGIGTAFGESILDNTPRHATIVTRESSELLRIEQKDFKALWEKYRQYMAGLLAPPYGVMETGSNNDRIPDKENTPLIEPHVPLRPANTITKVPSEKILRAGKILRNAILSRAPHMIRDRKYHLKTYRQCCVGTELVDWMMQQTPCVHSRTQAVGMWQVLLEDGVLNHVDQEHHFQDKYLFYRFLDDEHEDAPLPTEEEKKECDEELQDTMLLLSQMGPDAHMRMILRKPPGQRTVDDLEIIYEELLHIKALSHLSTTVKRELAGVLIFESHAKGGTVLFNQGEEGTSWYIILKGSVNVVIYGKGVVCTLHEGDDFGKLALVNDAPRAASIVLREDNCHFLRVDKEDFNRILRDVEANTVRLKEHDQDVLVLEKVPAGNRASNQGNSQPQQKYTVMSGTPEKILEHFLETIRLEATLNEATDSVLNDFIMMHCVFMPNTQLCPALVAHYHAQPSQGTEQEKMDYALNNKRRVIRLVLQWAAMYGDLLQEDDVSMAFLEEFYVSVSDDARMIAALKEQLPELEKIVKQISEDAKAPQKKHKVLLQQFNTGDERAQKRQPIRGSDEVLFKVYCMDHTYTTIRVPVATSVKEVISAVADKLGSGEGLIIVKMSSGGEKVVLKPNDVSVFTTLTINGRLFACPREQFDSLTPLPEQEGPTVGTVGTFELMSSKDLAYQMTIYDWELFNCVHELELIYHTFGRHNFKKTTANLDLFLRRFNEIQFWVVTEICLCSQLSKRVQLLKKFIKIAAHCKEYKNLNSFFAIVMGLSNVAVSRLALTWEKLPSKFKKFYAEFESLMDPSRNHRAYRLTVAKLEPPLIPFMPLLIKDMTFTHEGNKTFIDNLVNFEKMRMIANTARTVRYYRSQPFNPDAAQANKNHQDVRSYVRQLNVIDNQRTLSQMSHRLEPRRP
#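 Each well held 100 nM EPAC2, 250 nM RAP1B-BODIPY-GDP and 50 uM GDP. Fluorescence, read at 5-min intervals to 30 min, was referenced to a 6.5 mM cAMP positive control.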
# ATXN2 expr inh: reduces ATXN2 reporter expression in HEK-293 cells | HEK-293 ATXN2-luciferase reporter, luminescence, 24 h | Potency, µM (doses to about 57 µM), without a hit: top-dose activity change, negative = inhibition, usual class: inhibitors | actives 0.72% (n = 360,000); further: potency means the concentration at half of the fitted maximal effect; on the % scale 0 is the no-effect control and ±100 the full control effect; nearly all actives have a fitted effect of over 55% in size
#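 qHTS (up to 57 uM final) was run with 24 h compound exposure of reporter cells at 37 °C. Each well was multiplexed: SteadyGlo luminescence measured ATXN2-luciferase expression after a fluorogenic Gly-Phe-AFC viability readout (25 uM final).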
# A549 tox: kills or reduces viability of A549 cells in Nrf2 counter-screen; A549 ARE-Fluc cells, CellTiter-Fluor viability, 18-24 h; Potency, µM (highest dose often 46 µM), for inactives: at the highest dose activity change, negative = cytotoxicity, most hits filed as inhibitors; actives 0.16% (n = 390,000); further: potency means the concentration at half of the fitted maximal effect; on the % scale 0 is the no-effect control and ±100 the full control effect
#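 A549 ARE_Fluc cells in 5% FBS OPTI-MEM were exposed to compounds in concentration-response for 18-24 h at 37 deg C. Viability was read by CellTiter-Fluor fluorescence (Ex 405/Em 525) after 30 min, before the luciferase read.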
# TGFb SMAD3 inh: inhibitors of TGF-b signaling | AID 588855 | Potency, µM (series often up to 46.1 µM), inactives show at the top dose activity, negative = inhibition, actives largely listed as inhibitors | actives 1.2% (n = 410,000) | HepG2 CAGA-GFP TGF-b/SMAD3 reporter, GFP fluorescence, 18 h; TGF-beta stimulated, 500 pg/mL final; further: potency means the concentration at half of the fitted maximal effect; on the % scale 0 is the no-effect control and ±100 the full control effect; nearly all actives have a fitted effect of over 65% in size
#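 Smad-responsive CAGA-GFP expression was quantified in HEPG2 cells exposed to compounds and 500 pg/mL final TGF-beta for 18 h at 37 degrees C; unstimulated wells defined full inhibition.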
# Nrf2 activator: Nrf2 pathway activation. Potency, µM (doses to about 46.1 µM), without a hit: at the top dose activation, hits mostly activators. AREc32 ARE-luciferase reporter (MCF7-derived line), luminescence, 24 h. AID 624171. actives 0.31% (n = 410,000); further: potency means the concentration at half of the fitted maximal effect; % of control where 0% means no effect; nearly all actives have a fitted effect of over 65% in size
#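 AREc32_Fluc, 1000 cells/well, OPTI-MEM + 5% FBS, o/n 37 deg C 5% CO2; 23 nL cpd by pin tool, 24 hr; Steady-Glo 30 min RT, luminescence.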
# An asterisk follows results filed as active; i = inactive; ? = inconclusive; / = no result given; [ ] = another dose, or the depositor's remark. Unless noted, the call rests on the fitted dose curve; in most records, active means well fitted curve in the direction sought with a large enough effect; inconclusive means small, poorly fitted or top-dose-only effect, or another doubt; inactive means no such curve, though single readings can be large; an effect the other way counts as inactive or inconclusive. No enrichment for hits. About 4.3% of those tested had a hit in this group.
SMILES,S2 tox,IL-2 act,Nrf2 block,HepG2 viability,EPAC2 ag,ATXN2 expr inh,A549 tox,TGFb SMAD3 inh,Nrf2 activator
CCn1c(C)nc2cc(C(=O)N/N=C/c3ccc(N4CCOCC4)cc3)ccc21,i,2.9,-1%,5%,1%,-3%,-2%,-7%,5.4%
COc1ccc(NS(=O)(=O)c2ccc(NC(=S)NC(=O)/C=C/c3ccc(C)cc3)cc2)nn1,i,1.4,?,28%,-1%,-15%,-10%,-4%,0.2%
CCOC(=O)c1c(-c2ccc(-c3ccccc3)cc2)csc1NC(=O)CCC(=O)O,i,3.2,?,-11%,6%,-27%,-11%,-18%,-0.1%
CC(C)(C)c1ccc(C(=O)NC(=S)Nc2sc3c(c2C#N)CCC3)cc1,i,-1.9,?,9%,6%,62%[activator],1%,5%,0.2%
CC(=O)Nc1sc2c(c1C(N)=O)CCN(Cc1ccccc1)C2,/,0.2,?,12%,11%,10%,6%,5%,0.3%
Cc1c(NC(=O)CCCOc2ccccc2)cccc1[N+](=O)[O-],i,0.5,-24%,-19%,4%,-27%,1%,-9%,-0.3%
O=[N+]([O-])c1ccccc1N=NNc1ccccc1,i,0.1,24%,-13%,16%,68%[activator],1%,-8%,9.6%
CNc1nc(Cl)c(SC)c(NC2CCCCC2)n1,i,-1.6,-11%,-11%,2%,-5%,4%,2%,-0.3%
CN(C)S(=O)(=O)c1cc([N+](=O)[O-])ccc1N1CCCCCC1,i,-2.3,-16%,1%,5%,0%,?,6%,-0.3%
Cc1ccc(C(=O)OCC(=O)Nc2cccc(Cl)c2C)c(O)c1,i,-4.4,?,6%,6%,1%,1%,3%,0.1%
CCO[C@H]1OC(C(N)=O)=C[C@@H](c2csc3ccccc23)[C@@H]1CCCO,i,-0.8,-12%,-10%,6%,2%,-1%,6%,-0.6%
Cc1ccc(N=Nc2c(C)[nH][nH]c2=O)c(C)c1,i,-1.0,9%,-31%,-9%,30%,-10%,13%,2.9%
COc1ccc(N(C(=O)CNC(=O)c2cccs2)C(C(=O)NCC2CCCO2)c2ccccc2)c(OC)c1 (configuration not stated),i,0.4,10%,0%,-1%,-2%,1%,2%,0.1%
N/C(=N\NS(=O)(=O)c1cc(C(F)(F)F)cc(C(F)(F)F)c1)c1ccccn1,i,0.4,?,-7%,-4%,-3%,2%,8%,1.8%
COCC(=O)Nc1nnc(C2CCCCC2)s1,i,-2.7,27%,3%,2%,15%,-3%,-3%,-0.2%
COc1ccc(-c2nc(CS(=O)CC(=O)NCCN3CCCCC3C)c(C)o2)cc1OC (configuration not stated),i,3.0,-8%,-18%,9%,/,7%,0%,5.2%
O=c1cc(C(F)(F)F)[nH]c2ccccc12,i,1.7,13%,-25%,3%,/,16%,-15%,-0.5%
Cc1ccc(-n2nc3c(=O)n(CC(=O)NCc4ccccc4)nc(C)c3c2C)cc1,i,0.0,?,-11%,1%,/,-1%,?,-1.0%
O=C(c1ccccc1)c1nn(-c2cccc(Cl)c2)c2nc(-c3ccccc3)cc(=O)n12,i,0.7,1%,27%,11%,-14%,-1%,-9%,0.2%
CCc1ccc(O)c(N=Cc2ccccc2O)c1,i,-0.5,?,-43%,1%,23%,-16%,-23%,?
Fc1ccccc1C1CCN(Cc2nc(CC3CC3)no2)C1 (configuration not stated),i,0.1,?,0%,3%,36%[activator],-1%,-2%,3.1%
Cc1cccc(N(C2C=CS(=O)(=O)C2)S(=O)(=O)c2ccccc2)c1 (configuration not stated),i,-0.8,-1%,4%,-1%,-1%,-13%,-3%,0.0%
CN(Cc1ccccc1F)C(=O)CN1c2cccc3cccc(c23)S1(=O)=O,i,-1.5,-9%,2%,2%,7%,3%,-20%,0.0%
CSc1ccccc1OCc1cc(C(=O)N2CCN3CCCC3C2)no1 (configuration not stated),i,3.4,5%,-4%,0%,41%[activator],1%,0%,0.1%
COc1ccccc1CCNc1ncnc2c1nnn2C,/,/,/,-19%,/,/,-3%,-8%,-1.2%
O=C1/C(=N\S(=O)(=O)c2cccs2)C([n+]2ccccc2)=C([O-])c2ccccc21,11µM*,-0.6,-127%,-111%,-6%,/,?,2µM*,1.0%
CN1CCN(C(=O)C2C3C=CC(C3)C2C(=O)O)CC1 (configuration not stated),i,0.2,27%,20%,-3%,2%,3%,22%,-0.5%
O=c1cc(CSc2nnnn2-c2ccccc2)nc(Nc2ccc(F)cc2)[nH]1,i,-1.9,4%,-23%,-3%,-6%,2%,?,-0.1%
Cc1ccc(NC(=O)c2ccc(Cl)cc2[N+](=O)[O-])nc1,i,-1.5,?,-1%,-2%,-26%[11.3 µM],-22%,-12%,0.4%
O=C(NCCCc1nc2ccccc2[nH]1)c1cccs1,i,-2.2,-2%,2%,-3%,6%,2%,3%,-0.3%
Cc1nc(N2CCOCC2)c2oc3ccccc3c2n1,i,0.6,-17%,-8%,11%,-3%,16%,4%,0.1%
O=C(NC(Cc1c[nH]c2ccccc12)C(=O)Nc1ccc(OC(F)(F)F)cc1)c1cccs1 (configuration not stated),i,-4.8,?,11µM*,-12%,181%[activator][11.3 µM],23µM*,?,-0.7%
O=c1ccc(-c2ccccc2)nn1Cc1c(F)cccc1Cl,?,/,-4%,-24%,/,5%,-3%,?,6.9%
O=c1[nH]c(N2CCN(Cc3ccc4c(c3)OCO4)CC2)nc2c1CCCC2,i,0.4,-8%,-13%,0%,5%,-8%,5%,0.2%
CCNc1nc(Oc2ccc(=O)n(-c3ccccc3)n2)nc(N2CCOCC2)n1,i,-0.7,-6%,-42%,0%[15.6 µM],3%,3%,-14%,2.1%
COc1ccc(CN2CCC[C@]3(N[C@H](c4ccccc4)[C@@H]4C(=O)N(C)C(=O)[C@@H]43)C2=O)cc1,i,-0.1,/,-7%,13%,2%,/,-1%,-0.1%
CN1CCc2nc(SCC(=O)Nc3ccc(Cl)cc3)c(C#N)cc2C1,i,0.1,-9%,-3%,0%,0%,-9%,-19%,6.4%
O=C(CN1CCN(c2ccccc2)CC1)Nc1ccc(Oc2ccccc2)cc1,i,-2.8,-9%,-29%,14%,-10%,-1%,?,-0.3%
Cc1ccc(Cn2ccc(NC(=O)c3cc(-c4ccc(F)cc4)on3)n2)cc1,i,-0.1,/,1%,-6%,-11%,6%,-9%,1.8%
CCOc1nc(Nc2ccc(F)cc2)nc(N2CCN(c3ccc(OC)cc3)CC2)n1,?,-2.4,/,-10%,0%,-7%,-1%,5%,0.4%
O=c1[nH]c2ccc(N/C(=N/S(=O)(=O)c3ccccc3)c3ccccc3)cc2[nH]1,i,-2.2,7%,19%,15%,-18%,-6%,7%,-0.6%
COc1ccc(-c2cc3ccc(O)cc3oc2=O)cc1,/,2.4,16%,-22%,5%,/,1%,-6%,3.4%
COc1ccc(OC)c(C2=C[N+](=O)C(C)(C)C(C)(C)N2[O-])c1,i,-0.6,?,-16%,0%,36%,-3%,5%,0.4%
Nc1cccc(N2C(=O)c3cccc4c(N)ccc(c34)C2=O)c1,/,-2.1,-3%,-28%,89µM*,/,-16%,?,-0.5%
COc1ccc(CCNC(=O)c2ccc(Cl)nc2)cc1,i,0.6,4%,12%,8%,-18%,3%,14%,-0.2%
Oc1ccc(C(=S)N2CCN(Cc3ccccc3)CC2)cc1,i,1.6,?,-10%,5%,/,14%,-19%,3.1%
COc1ccc(NC2CCCN(C(=O)c3ccc(C)c(N4CCNC4=O)c3)C2)cc1 (configuration not stated),i,-2.6,6%,4%,-4%,6%,1%,13%,0.2%
COc1ccc(/C=N/NC(=O)C(=O)NCC2CCCO2)cc1 (configuration not stated),i,-3.2,10%,9%,1%,4%,-9%,-33%,-0.4%
COc1ccc(C)cc1NC(=O)NNC(=O)C1CCC(C(C)(C)C)CC1 (configuration not stated),?,0.1,-11%,-104%,-8%,-23%,1%,?,0.9%
CCCSc1nc2sc3c(c2c(=O)[nH]1)CCN(Cc1ccccc1)C3,i,2.0,-19%,-5%,2%,5%,-7%,15%,2.5%

# The closing two records of the section before open the next one.
SMILES,S2 tox,IL-2 act,Nrf2 block,HepG2 viability,EPAC2 ag,ATXN2 expr inh,A549 tox,TGFb SMAD3 inh,Nrf2 activator
COc1ccc(C)cc1NC(=O)NNC(=O)C1CCC(C(C)(C)C)CC1 (configuration not stated),?,0.1,-11%,-104%,-8%,-23%,1%,?,0.9%
CCCSc1nc2sc3c(c2c(=O)[nH]1)CCN(Cc1ccccc1)C3,i,2.0,-19%,-5%,2%,5%,-7%,15%,2.5%
Cn1cnnc1SCC(=O)NNC(=O)c1ccc(Cl)cc1,i,18,2%,0%,18%,-5%,10%,3%,0.3%
CC12CN3CC(C)(CN(C1)C3c1ccc3ccccc3c1O)C2=O (configuration not stated),?,-1.9,-2%,-27%,-15%,-12%,-8%,-12%,-1.1%
C=CCN1c2ccccc2[C@]23C[C@@H](C(=O)OC)N(C(=O)OCC)C2=NC(C(=O)OC)=C(C(=O)OC)[C@H]13,i,-3.8,1%,-43%,3%,2%,-5%,?,0.4%
CCOC(=O)Cc1csc(NC(=O)Cn2c(=O)oc3ccccc32)n1,i,-1.6,-21%,-2%,-3%,3%,4%,1%,-0.3%
C=CCc1cccc(Cl)c1OCCCNC1CCCC1,?,-0.3,-2%,-33%,6%,/,-12%,0%,-1.6%
CN(Cc1ccco1)C(=O)c1c[nH]c2ccc(S(=O)(=O)Nc3ccc4c(c3)OCCO4)cc2c1=O,i,-0.6,21%,-8%,4%,7%,7%,5%,0.6%
